PKM2 act – PKM2 (human) enzyme activation; P14618; purified PKM2, Kinase-Glo ATP luminescence, activation; response scale: 0% is enzyme alone, no compound; Potency, µM (series often up to 57.5 µM), for the others: at the top dose activation, hits mostly activators; hit rate 0.34% among 260,000; note: potency is the fitted concentration of half-maximal effect; % is set by controls: 0 for no effect and ±100 for the full control effect; nearly all actives have a fitted effect of over 55% in size
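hPK-M2, >95% pure; 0.1 mM ADP / 0.5 mM PEP final; imidazole pH7.2 buffer w/ 7 mM MgCl2, 50 mM KCl; 1 h RT; Kinase-Glo lum. Intermediate enzyme activity for dual inhibitor/activator qHTS.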
GALK inh – blocks human galactokinase activity. AID 1868. Potency, µM (doses to about 57.5 µM), for the others: top-dose activity change, negative = inhibition, actives largely listed as inhibitors. Purified GALK, Kinase-Glo residual ATP luminescence. hit rate 0.007% among 270,000; note: potency is the fitted concentration of half-maximal effect; % is set by controls: 0 for no effect and ±100 for the full control effect
Target sequence (P51570 whole entry, looked up): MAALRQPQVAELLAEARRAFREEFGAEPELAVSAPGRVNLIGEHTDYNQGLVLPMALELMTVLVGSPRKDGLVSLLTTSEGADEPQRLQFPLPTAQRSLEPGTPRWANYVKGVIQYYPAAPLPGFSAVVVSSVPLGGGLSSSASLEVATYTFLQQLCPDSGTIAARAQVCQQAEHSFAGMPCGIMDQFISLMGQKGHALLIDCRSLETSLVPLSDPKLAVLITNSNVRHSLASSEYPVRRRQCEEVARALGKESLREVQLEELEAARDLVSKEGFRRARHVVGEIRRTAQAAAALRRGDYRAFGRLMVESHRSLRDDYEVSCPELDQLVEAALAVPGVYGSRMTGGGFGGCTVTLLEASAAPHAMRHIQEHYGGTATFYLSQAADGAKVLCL
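The enzyme phosphorylates galactose (100 uM) using ATP (35 uM); inhibition is detected as higher residual ATP, quantified by bioluminescence after 1 h reaction at room temperature, pH 8.0.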
Eya2 phos inh – Eya2 (human) phosphatase inhibition. O00167. recombinant Eya2, OMFP fluorescence dephosphorylation (OMFP is methylfluorescein phosphate). Potency, µM (titrated, usually from 76.9 µM), inactives show at the top dose activity, negative = inhibition, hits mostly inhibitors. hit rate 0.006% among 330,000; note: potency is the fitted concentration of half-maximal effect; % is set by controls: 0 for no effect and ±100 for the full control effect
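Eya2 protein (added as 0.2 uM solution) was preincubated with compound for 10 min at ambient temperature in 50 mM HEPES pH 7.5, 50 mM NaCl, 5 uM MgCl2, 0.05% BSA, 1 mM DTT. OMFP (added at 50 uM) then reacted 10 min; fluorescence read at 485/525 nm.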
USP2a inh – blocks human ubiquitin-specific protease USP2a | Potency, µM (highest dose often 38.3 µM), for inactives: at the highest dose activity change, negative = inhibition, hits mostly inhibitors | USP2 core, Ub-CHOP2 coupled fluorogenic reporter, 485/531 | O75604 | AID 463254 | hit rate 0.01% among 330,000;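 note: potency is the fitted concentration of half-maximal effect; plate controls were DMSO wells for no effect and full inhibition by NEM control for full effect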
Target sequence (O75604 whole entry, looked up): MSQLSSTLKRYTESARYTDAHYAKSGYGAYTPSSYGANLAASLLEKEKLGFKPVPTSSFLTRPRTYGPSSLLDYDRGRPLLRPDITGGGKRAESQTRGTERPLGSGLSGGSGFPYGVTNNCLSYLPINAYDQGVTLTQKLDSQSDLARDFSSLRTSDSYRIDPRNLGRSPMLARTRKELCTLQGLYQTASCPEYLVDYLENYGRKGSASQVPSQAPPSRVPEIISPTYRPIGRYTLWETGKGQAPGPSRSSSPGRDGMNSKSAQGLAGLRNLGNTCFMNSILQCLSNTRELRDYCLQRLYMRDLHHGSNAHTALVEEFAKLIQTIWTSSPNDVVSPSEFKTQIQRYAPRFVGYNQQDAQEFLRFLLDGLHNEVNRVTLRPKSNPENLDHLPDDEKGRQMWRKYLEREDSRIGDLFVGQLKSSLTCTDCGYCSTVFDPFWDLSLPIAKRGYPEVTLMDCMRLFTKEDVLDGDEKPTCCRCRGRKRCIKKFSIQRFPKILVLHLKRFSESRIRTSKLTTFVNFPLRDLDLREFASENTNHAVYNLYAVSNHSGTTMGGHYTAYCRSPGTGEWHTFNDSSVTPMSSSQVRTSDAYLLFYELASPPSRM
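Cell-free coupled assay: 10nM USP2 core preincubated 30min RT with compound in Tris-HCl pH 8.0/CaCl2/CHAPS buffer, then 25nM Ub-CHOP2 and 25nM reporter substrate; fluorescence (Ex 485/Em 531) read after 60min RT, normalized to NEM inhibition, concentration-response curves fitted.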
Mito fusion yeast – inhibitors of mitochondrial division or activators of mitochondrial fusion | S. cerevisiae fusion-defective mutant growth rescue, CellTiterGlo 48 h | Potency, µM (series often up to 46.1 µM), without a hit: at the highest dose growth rescue (activation), most hits filed as activators | hit rate 0.23% among 320,000 | AID 485298;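 note: potency is the fitted concentration of half-maximal effect; % of control where 0% means no effect; nearly all actives have a fitted effect of over 45% in size; temperature-sensitive fusion mutants such as fzo1-1 at 37 °C on non-fermentable ethanol glycerol medium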
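S. cerevisiae fusion-defective temperature-sensitive mutants (e.g. fzo1-1, mgm1-5) grown 48 h at 37C in YPEG (ethanol/glycerol non-fermentable) medium with 23 nl compound per well; growth rescue read as CellTiterGlo luminescence.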
TSHR antagonist – blocks TSH signaling through the human TSH receptor; hit rate 0.2% among 330,000; P16473; TSHR-expressing cells, TSH-stimulated cAMP HTRF, 2 h; stronger effect = lower value; activity change, negative = inhibition, % at 11.5 µM;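 active = activity change below a set negative limit, meaning inhibition stronger than a set level, cut at about -70% in these data; inconclusive = activity change between two set negative limits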; note: % is set by controls: 0 for no effect and ±100 for the full control effect
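Cell-based HTRF cAMP assay; TSHR cells + compound, TSH EC80 (4nM final), 2 h, 37 deg C. Lysis with anti-cAMP cryptate and cAMP-d2, 30 min RT, read 665/620 nm.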
KCNH2 WT inh – inhibitors of human wildtype KCNH2 potassium channel | Q12809 | U2OS, BacMam KCNH2, thallium flux FluxOr; stronger effect = lower value | activity change, % at 1.84 µM | hit rate 0.37% among 340,000 | AID 720551;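 active = maximum activity change below -70%; inconclusive = maximum activity change between -70% and -50%; inactive = maximum activity change above -50%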; note: % is set by controls: 0 for no effect and ±100 for the full control effect
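U2OS cells were transduced with wild-type KCNH2 virus (2.03 x 10^8 / mL) for 4 h at room temperature, then cultured overnight at 37 C. Thallium flux was read with FluxOr dye. Rate constants were normalized to DMSO controls.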
MBNL1 CUG block – blocks human MBNL1 binding to CUG repeat RNA. Q9NR56. TR-FRET MBNL1-His/biotin-(CUG)12 binding, 665/545 ratio. Potency, µM (top dose mostly 57.5 µM), for the others: top-dose activity change, negative = inhibition, actives largely listed as inhibitors. hit rate 0.036% among 280,000; active = well fitted inhibition curve with a large enough effect in the signal ratio, with a control signal flat, not every such curve was filed as active; inconclusive = small, poorly fitted or top-dose-only effect, or effect the other way, or a change in a side signal; inactive = no such curve, though single readings can be large or run the other way; the % refers to the signal ratio; note: potency is the fitted concentration of half-maximal effect; % is set by controls: 0 for no effect and ±100 for the full control effect
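Compound titration spanned 92 nM–58 uM against the MBNL1-His/biotin-(CUG)12 complex. After 60 min at room temperature with 5 nM streptavidin-XL665 and 0.055 ng/ul terbium anti-His, ratiometric 665/545 nm emission (Ex 340 nm) normalized to controls.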
Menin-MLL TR inh – menin-MLL binding inhibition, Texas Red mutant peptide; O00255; Menin + Texas Red MLL mutant peptide, fluorescence polarization; Potency, µM (doses to about 61.6 µM), without a hit: top-dose FP activity change, negative = inhibition, hits mostly inhibitors; hit rate 0.23% among 270,000; AID 1768; active = well fitted inhibition curve with a large enough effect in the polarisation, with a control signal flat, not every such curve was filed as active; inconclusive = small, poorly fitted or top-dose-only effect, or effect the other way, or a change in a side signal; inactive = no such curve, though single readings can be large or run the other way; the % refers to the polarisation; note: potency is the fitted concentration of half-maximal effect; % of control where 0% means no effect; many of its hits are not listed in these tables
ASM inhibitor – blocks human secretory acid sphingomyelinase | Potency, µM (titrated, usually from 57.5 µM), for the others: top-dose activity change, negative = inhibition, actives largely listed as inhibitors | hit rate 0.006% among 340,000 | placental ASM, HMU-PC fluorogenic substrate, 60 min | P17405 | AID 504937; note: potency is the fitted concentration of half-maximal effect
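Human placenta-derived ASM preincubated with compound 10 min at room temperature, then reacted with 9 uM (final) fluorogenic HMU-PC substrate for 60 min at 37 C. Stop solution raises pH to 10; fluorescence read at Ex 386/Em 447 nm.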
Chronic BCR inh – blocks chronic active B-cell receptor signaling; ABC-DLBCL IkBa-CBG/CBR reporter, luminescence ratio, 4 h; Potency, µM (highest dose often 46.1 µM), for the others: at the top dose ratio change, negative = lower green/red ratio, actives largely listed as inhibitors; hit rate 0.05% among 340,000; active = well fitted inhibition curve with a large enough effect in the signal ratio, with a control signal flat, not every such curve was filed as active; inconclusive = small, poorly fitted or top-dose-only effect, or effect the other way, or a change in a side signal; the % refers to the signal ratio;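 note: potency is the fitted concentration of half-maximal effect; plate controls were basal doxycycline-induced cells for no effect and cells given 10 µM MG132 for full effect; MG132 reads +100%, hits lower the ratio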
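Doxycycline induced both beetle luciferases in TMD8 lymphoma cells; IKK-driven degradation limits the IkappaBalpha-fused green signal, while red luminescence normalises for cell number and nonspecific effects. Compounds tested up to 46 uM, 4 hrs.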
* hit, by the source's call; u = inconclusive; x = no result given; [ ] = dose if it differs, or a comment. Unless noted, calls come from the whole dose curve; as a rule, active = well fitted curve in the direction sought with a large enough effect; inconclusive = small, poorly fitted or top-dose-only effect, or another doubt; inactive = no such curve, though single readings can be large; an effect the other way counts as inactive or inconclusive. The list is partial; count on the stated rates, not on these rows.

SMILES	PKM2 act	GALK inh	Eya2 phos inh	USP2a inh	Mito fusion yeast	TSHR antagonist	KCNH2 WT inh	MBNL1 CUG block	Menin-MLL TR inh	ASM inhibitor	Chronic BCR inh
COc1ccc(S(=O)(=O)Cc2ccc(C(=O)NCCc3cc(OC)ccc3OC)o2)cc1	-6%	2%	-9%	-4%	-1%	-11	-2	-19%	-14%	0%	-4%
NC(=O)c1ccccc1NC(=O)c1ccc2c(c1)OCO2	-26%	4%	-9%	1%	-5%	2	-1	-3%	4%	1%	u
COc1ccc(OC)c(Nc2nc(N(C)c3ccccc3)nc(N)c2[N+](=O)[O-])c1	x	-2%	5%	5%	u	-12	-4	20%	u	-17%	7%
CCN1CCN(C(=O)C(=O)c2cn(CC(=O)N3CCCCCC3)c3ccccc23)CC1	0%	1%	-2%	0%	0%	-5	-8	5%	x	1%	-1%
Cc1ccc(/C=N/NC(=O)c2ccc(Cn3cc([N+](=O)[O-])cn3)o2)cc1	-1%	x	-6%	2%	-8%	-3	1	9%[11.5 µM]	2%	6%	u
Cc1[nH]c2ccccc2c1/C=N/NC(=O)c1cc(C(C)C)[nH]n1	-5%	1%	6%	0%	-1%	-3	1	-3%	x	-2%	-4%
CCC(=O)N(Cc1ccco1)Cc1cc2cc3c(cc2[nH]c1=O)OCO3	-2%	6%	-6%	0%	-8%	12	15	-17%	-7%	41%	-4%
Cc1ccc(NC(=S)c2ccncc2)cc1	x	-3%	-3%	-3%	-18%	8	-2	19%	-11%	2%	6%
COc1ccc(C)cc1NC(=O)CN1C(=O)COc2ccc(C)cc21	-1%	3%	-5%	-5%	6%	3	10	2%	-17%	-5%	-4%
C=CCC1(C)C(=O)N(c2ccccc2)c2ccccc21 (stereo unspecified)	9%	x	-3%	2%	u	2	4	-12%[11.5 µM]	-4%	0%	4%
CCC(CC)c1nnc(NC(=O)CCS(=O)(=O)Cc2ccccc2)s1	-8%	8%	-18%	0%	-9%	14	-8	-3%	-3%	2%	u
O=C(COC(=O)c1cccnc1)NC1CCCc2ccccc21 (stereo unspecified)	1%	4%	-4%	2%	-3%	3	6	0%	-3%	2%	-7%

Complete entries, quoted from the list. Order of screens: PKM2 act	GALK inh	Eya2 phos inh	USP2a inh	Mito fusion yeast	TSHR antagonist	KCNH2 WT inh	MBNL1 CUG block	Menin-MLL TR inh	ASM inhibitor	Chronic BCR inh
Entry for COc1ccc(OC)c(Nc2nc(N(C)c3ccccc3)nc(N)c2[N+](=O)[O-])c1 → x	-2%	5%	5%	u	-12	-4	20%	u	-17%	7%
Entry for Cc1[nH]c2ccccc2c1/C=N/NC(=O)c1cc(C(C)C)[nH]n1 → -5%	1%	6%	0%	-1%	-3	1	-3%	x	-2%	-4%
Entry for COc1ccc(C)cc1NC(=O)CN1C(=O)COc2ccc(C)cc21 → -1%	3%	-5%	-5%	6%	3	10	2%	-17%	-5%	-4%

(listing goes on)
SMILES	PKM2 act	GALK inh	Eya2 phos inh	USP2a inh	Mito fusion yeast	TSHR antagonist	KCNH2 WT inh	MBNL1 CUG block	Menin-MLL TR inh	ASM inhibitor	Chronic BCR inh
CC[n+]1ccc2cc(OC)c(OC)cc2c1Cc1ccc(OC)c(OC)c1	1%	6%	u	8%	-6%	11	7	3%	-1%	-1%	-2%
Cn1c(=O)cc(OCCCC(=O)NCc2ccccn2)c2ccccc21	21%	-2%	-24%	-1%	-3%	6	-14	-7%	-20%	6%	-17%
CCOC(=O)N1CCN(C(=O)c2ccc(OC)cc2)CC1	-3%	3%	-7%	0%	0%	-3	x	-3%	-4%	8%	-3%
CCOC(=O)c1sc2ccc(S(=O)(=O)N3CC(C)CC(C)C3)cc2c1N (stereo unspecified)	-2%	x	7%	3%	-13%	9	-2	u	-7%	49%[activator]	0%
CCOc1ccc(C2C(C#N)=C(N)Oc3nc[nH]c(=O)c32)cc1OC (stereo unspecified)	2%	5%	14%	0%	2%	-6	-1	13%	3%	13%	5%
CCC(NC(=O)NC1CCCCC1)c1ccccc1 (stereo unspecified)	-3%	10%	6%	4%	2%	-3	-5	5%	-7%	2%	-10%
CCn1cc(CNC(=O)c2cccc([N+](=O)[O-])c2)cn1	7%	1%	-7%	-1%	0%	29	-3	x	-7%	2%	1%
Cn1c(N2CCOCC2)c(/C=N/OC(=O)c2cccnc2Cl)c2ccccc21	-10%	0%	-11%	-1%	2%	-1	0	u	5%	-2%	-2%
CCOC(=O)N1CCN(C(=O)Nc2cccc(Cl)c2)CC1	-1%	-1%	2%	7%	1%	-5	-21	2%	3%	-3%	-4%
CCOc1ccc(Cc2noc3c2C(=O)CCC3)cc1OCC	0%	0%	-4%	0%	-1%	11	-3	15%	-12%	0%	-13%
O=C(COC(=O)COc1ccc(Cl)cc1)NCc1ccc2c(c1)OCO2	x	x	0%	0%	x	-10	0	x	x	4%	0%
Cc1nc2ccc(C(=O)OCc3nnc(-c4ccccc4)o3)cc2nc1C	0%	-1%	1%	0%	3%	-7	-11	u	-5%	-10%	-1%
O=C(CCn1c(=O)oc2ccccc21)NCCCN1CCCC1=O	-1%	-1%	15%	0%	-8%	-1	-2	0%	-18%	0%	8%
CN1CCCN(C(=O)c2cc(-c3cccc4ccccc34)nc3ccccc23)CC1	-1%	0%	1%	0%	8%	-77*	9	9%	x	8%	-2%
O=C(O)c1cc(N2C(=O)C3CCCCC3C2=O)ccc1NCc1cccnc1 (stereo unspecified)	-6%	10%	4%	-1%	5%	6	2	3%	13%	11%	5%
Cc1nc(Cl)c(C(=O)NC(C)(C)C)c(C)c1Cl	-12%	1%	0%	0%	-7%	10	-3	x	9%	1%	0%
Nc1nonc1-c1noc(-c2ccccc2)n1	-2%	-4%	6%	-2%	-1%	-1	17	2%	-3%	-1%	0%
COc1ccc(CNC(=O)C2CC(c3cccc([N+](=O)[O-])c3)=NO2)cc1 (stereo unspecified)	0%	-2%	-3%	2%	-1%	33	2	u	-18%	-1%	-6%
O=C(c1cccc(Br)c1)N1CCN(C(=O)c2cccc(Br)c2)CC1	-1%	-2%	-1%	-1%	0%	-10	11	-3%	1%	0%	5%
COc1ccc(CCC(=O)OC(C)C(=O)c2ccc(C)cc2)cc1 (stereo unspecified)	-4%	4%	-3%	2%	16%	-16	-9	u	-4%	-1%	4%
CC(C)(C)N1CC(COc2ccccc2)OC1=O (stereo unspecified)	-8%	-2%	3%	3%	0%	5	1	-6%	5%	-1%	4%
CC(c1ccccc1)n1cc(C(=O)NCc2ccncc2)nn1 (stereo unspecified)	0%	3%	11%	-1%	-7%	2	-3	1%	3%	3%	-2%
Cc1ccc(/C=N/Nc2ncnc3nc[nH]c23)cc1	-18%	3%	-6%	2%	-5%	-4	1	u	x	-2%	u
Cc1ccc2nc(CSc3nnc(-c4ccncc4)n3C)cc(=O)n2c1	1%	-2%	2%	1%	-1%	-5	9	17%	-12%	24%	0%
COc1cc(C(=O)c2ccccc2)c(OC)cc1C(=O)Nc1ccc(O)cc1	-5%	0%	4%	2%	13%	-19	-16	u	-1%	-9%	1%
O=C(c1cc(-c2ccc(F)cc2)no1)N1CCN(Cc2ccc3c(c2)OCO3)CC1	0%	x	-6%	4%	-3%	-12	9	-17%	-6%	-2%	-7%

Screening data (PubChem BioAssay)
